STK33 kinase inh: inhibitors of purified STK33 kinase, primary screen, biochemical, ADP-Glo luminescence, homogeneous, cell-free; Serine/threonine-protein kinase 33 (Homo sapiens), Q9BYT3; MBP phosphorylation; inhibition, % at 10 µM; 320,000 compounds, 0.073% hits; AID 2661, 2010;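 active = inhibition at or above 25%, using the most active replicate where run in duplicate; inactive = inhibition below 25%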
Target sequence (Q9BYT3 whole entry, looked up): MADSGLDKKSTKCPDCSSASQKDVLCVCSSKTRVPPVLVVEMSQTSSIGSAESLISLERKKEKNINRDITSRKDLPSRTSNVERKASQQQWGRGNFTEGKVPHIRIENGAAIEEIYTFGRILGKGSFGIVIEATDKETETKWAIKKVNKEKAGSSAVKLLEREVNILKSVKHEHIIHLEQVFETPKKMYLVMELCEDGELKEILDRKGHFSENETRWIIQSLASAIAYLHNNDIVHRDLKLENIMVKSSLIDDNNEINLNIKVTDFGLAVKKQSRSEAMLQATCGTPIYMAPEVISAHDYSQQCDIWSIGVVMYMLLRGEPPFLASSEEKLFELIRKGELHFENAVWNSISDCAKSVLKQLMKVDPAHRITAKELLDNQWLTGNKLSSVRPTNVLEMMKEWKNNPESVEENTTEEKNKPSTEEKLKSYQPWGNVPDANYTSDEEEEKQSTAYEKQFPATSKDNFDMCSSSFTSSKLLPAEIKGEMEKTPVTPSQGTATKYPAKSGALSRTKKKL
OX1R antag-1: OX1R (HCRTR1) antagonists, primary screen, fluorescence, CHO/OX1R cells, Fluo-8 calcium, orexin A. inhibition, % at 5 µM. Fluo-8 calcium fluorescence. AID 434989, 2010. Orexin/Hypocretin receptor type 1 (Homo sapiens), O43613. 330,000 compounds, 0.43% hits;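 active = inhibition above its plate's threshold, mean inhibition of all tested compounds on the plate plus 3 SD, cut at about 37% in these data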;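 note: 0% = orexin A challenge wells and 100% = SB-334867-A antagonist wells; not every result past the cut was called active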
Target sequence (O43613 whole entry, looked up): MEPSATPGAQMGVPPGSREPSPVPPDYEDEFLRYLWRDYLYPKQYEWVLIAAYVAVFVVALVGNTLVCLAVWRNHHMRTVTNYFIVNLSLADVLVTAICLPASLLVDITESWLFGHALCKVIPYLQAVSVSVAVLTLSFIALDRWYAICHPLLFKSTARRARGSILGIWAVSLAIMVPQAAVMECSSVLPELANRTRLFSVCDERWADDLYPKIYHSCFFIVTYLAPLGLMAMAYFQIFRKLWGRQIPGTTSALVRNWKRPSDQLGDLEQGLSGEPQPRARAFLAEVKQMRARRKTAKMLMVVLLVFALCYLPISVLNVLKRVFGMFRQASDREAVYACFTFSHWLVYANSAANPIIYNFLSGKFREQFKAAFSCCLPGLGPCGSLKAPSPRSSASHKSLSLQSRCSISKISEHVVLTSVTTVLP
OX1R antag-2: antagonists of human orexin 1 receptor (OX1R) | Orexin/Hypocretin receptor type 1 (Homo sapiens), O43613 | OX1R-expressing cells, FRET antagonist read-out | inhibition, % at 6.6 µM | 330,000 compounds, 1.8% hits | AID 485270, 2010; in the data active = inhibition mostly above about 38%, no sharp cut-off; inactive = mostly below about 40%;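 note: 0% = agonist challenge alone and 100% = reference antagonist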
Numbers without * were called inactive; nt = no result given.

SMILES | STK33 kinase inh | OX1R antag-1 | OX1R antag-2
CC(=O)Nc1ccc(S(=O)(=O)NC2CC(=O)N(c3cccc(F)c3)C2)cc1 (configuration not stated) | -1.7 | -11 | 10
Cc1ccc(P(=O)(CO)c2ccc(C)cc2)cc1 | 0.3 | -3 | 6
CCC(C(=O)Nc1nccs1)(C(F)(F)F)C(F)(F)F | 0.1 | -16 | 9
Cc1nc(C)n(CC(O)COc2ccc3cc(Br)ccc3c2)n1 (configuration not stated) | 1.4 | 13 | 26
O=C(Nc1ccc2ccccc2n1)c1ccc(Cl)cc1 | -0.1 | -42 | 17
COCCn1c(SCC(=O)Nc2ccccc2)nc2c1c(=O)[nH]c(=O)n2C | -0.1 | -27 | 16
O=C1/C(=C/c2cccs2)SC(=S)N1NS(=O)(=O)c1ccccc1 | -3.4 | -11 | 33
O=C(Nc1ccon1)c1cccc(S(=O)(=O)N2CCCC2)c1 | -0.1 | -3 | 11
Cn1nccc1C(=O)NC1CC(C)(C)Cc2c1cnn2-c1ccc(F)cc1 (configuration not stated) | -0.4 | -33 | 10
CC1CCC2(CC1)NC(=O)N(CC(=O)Nc1ccc3c(c1)OCO3)C2=O (configuration not stated) | -0.4 | -7 | 2
COc1ccc(C(C(=O)NCC2CCCO2)N(Cc2ccccc2)C(=O)c2snc(C(N)=O)c2N)cc1OC (configuration not stated) | -2.8 | -17 | 23
Cc1nc(SCc2ccc(C#N)cc2)n[nH]1 | -0.3 | -13 | 3
Cc1nn(C)cc1C(=O)c1ccccc1 | 1.2 | -1 | 17
C=CCSc1nnc(-c2cc3c(C(F)(F)F)nn(C)c3s2)n1C | 0.3 | 2 | 18
CC(=O)Nc1cc(C(=O)N(C)Cc2ccco2)ccc1Sc1ccc(C)cc1 | -0.8 | -24 | 20

Entries of single compounds, looked up by structure.
Shown for `O=C(Nc1ccon1)c1cccc(S(=O)(=O)N2CCCC2)c1` = STK33 kinase inh: -0.1; OX1R antag-1: -3; OX1R antag-2: 11
Shown for `Cn1nccc1C(=O)NC1CC(C)(C)Cc2c1cnn2-c1ccc(F)cc1` (configuration not stated) = STK33 kinase inh: -0.4; OX1R antag-1: -33; OX1R antag-2: 10

(listing goes on)
SMILES | STK33 kinase inh | OX1R antag-1 | OX1R antag-2
O=C(c1cccs1)N1CCCC(c2ccccc2)C1 (configuration not stated) | -2.9 | -10 | 17
O=C(O)CC(NC(=O)c1ccccc1NC(=O)c1ccccc1)C(=O)O (configuration not stated) | -0.2 | -16 | 12
CC(=O)c1c(C)[nH]c(C(=O)COC(=O)c2ccc(Cl)nc2)c1C | -1.1 | -1 | 3
O=C(NC1C/C=C\C(c2ccccc2)N(c2ccccc2)C(=O)C1)OCC1c2ccccc2-c2ccccc21 (configuration not stated) | nt | -23 | -1
CC(=O)Nc1ccc(C(=O)Cn2c3[n+](c4c(F)c(F)ccc42)CCCCC3)cc1 | -0.2 | -15 | 9
S=c1nc(Cc2ccccc2)[nH]c2ccccc12 | 0.6 | -18 | -10
COc1ccc(N=CC=C2OC(C)(C)C(C)(C)O2)cc1OC | -1.2 | -29 | 13
CCOC(=O)N1CCN(c2c(NCCc3ccc(OC)c(OC)c3)c(=O)c2=O)CC1 | -0.7 | 1 | 16
CCOC(=O)[C@H]1[C@H]2COc3ccccc3[C@@H]2N2C(=O)[C@@H](C)NC(=O)[C@@]12C | -0.6 | -1 | 7
COc1ccc(N2C(=O)[C@@H]3[C@H](C2=O)[C@H]2C=CC=NN2[C@@H]3C(=O)Nc2ccc(Cl)cc2)cc1 | -2.2 | 0 | 12
Cc1cc2c(NC(=O)Nc3ccc(C(F)(F)F)cc3)cccc2nn1 | 2.1 | -14 | 11
Cc1nc2ccc3nc(NC(=O)c4ccco4)sc3c2s1 | 3.9 | 61* | 72*
CN1CCN(C2=C(Cl)C(=O)N(c3ccc(Cl)cc3)C2=O)CC1 | -0.6 | -4 | -5
Cc1nc(SCC(=O)N2CCc3ccccc3C2)c2c(C)c(C)sc2n1 | -0.5 | -8 | 15
Cc1cc(SCC2=NNC(=O)C2)c(Cl)cc1Cl | -1.2 | -22 | 8

Quoted from the entries so far, 17 compounds:
SMILES | STK33 kinase inh | OX1R antag-1 | OX1R antag-2
COc1ccc(C(C(=O)NCC2CCCO2)N(Cc2ccccc2)C(=O)c2snc(C(N)=O)c2N)cc1OC (configuration not stated) | -2.8 | -17 | 23
Cc1nc(SCc2ccc(C#N)cc2)n[nH]1 | -0.3 | -13 | 3
Cc1nn(C)cc1C(=O)c1ccccc1 | 1.2 | -1 | 17
C=CCSc1nnc(-c2cc3c(C(F)(F)F)nn(C)c3s2)n1C | 0.3 | 2 | 18
CC(=O)Nc1cc(C(=O)N(C)Cc2ccco2)ccc1Sc1ccc(C)cc1 | -0.8 | -24 | 20
O=C(c1cccs1)N1CCCC(c2ccccc2)C1 (configuration not stated) | -2.9 | -10 | 17
O=C(O)CC(NC(=O)c1ccccc1NC(=O)c1ccccc1)C(=O)O (configuration not stated) | -0.2 | -16 | 12
CC(=O)c1c(C)[nH]c(C(=O)COC(=O)c2ccc(Cl)nc2)c1C | -1.1 | -1 | 3
O=C(NC1C/C=C\C(c2ccccc2)N(c2ccccc2)C(=O)C1)OCC1c2ccccc2-c2ccccc21 (configuration not stated) | nt | -23 | -1
CC(=O)Nc1ccc(C(=O)Cn2c3[n+](c4c(F)c(F)ccc42)CCCCC3)cc1 | -0.2 | -15 | 9
S=c1nc(Cc2ccccc2)[nH]c2ccccc12 | 0.6 | -18 | -10
COc1ccc(N=CC=C2OC(C)(C)C(C)(C)O2)cc1OC | -1.2 | -29 | 13
CCOC(=O)N1CCN(c2c(NCCc3ccc(OC)c(OC)c3)c(=O)c2=O)CC1 | -0.7 | 1 | 16
CCOC(=O)[C@H]1[C@H]2COc3ccccc3[C@@H]2N2C(=O)[C@@H](C)NC(=O)[C@@]12C | -0.6 | -1 | 7
COc1ccc(N2C(=O)[C@@H]3[C@H](C2=O)[C@H]2C=CC=NN2[C@@H]3C(=O)Nc2ccc(Cl)cc2)cc1 | -2.2 | 0 | 12
Cc1cc2c(NC(=O)Nc3ccc(C(F)(F)F)cc3)cccc2nn1 | 2.1 | -14 | 11
Cc1nc2ccc3nc(NC(=O)c4ccco4)sc3c2s1 | 3.9 | 61* | 72*

(list continues)
SMILES | STK33 kinase inh | OX1R antag-1 | OX1R antag-2
Cc1nnc(NC(=O)CCC(=O)NCc2ccco2)s1 | 5.7 | 1 | 7
CCn1nc(C)c(CN2CCCCC2C(=O)Nc2ccc(Oc3cccnc3)cc2)c1C (configuration not stated) | -0.4 | -19 | 34
Cc1cc2c(c(=O)o1)C(C(C)C)C(C#N)=C(N)O2 (configuration not stated) | 1.8 | -28 | 12
Fc1ccccc1NC(=S)N1CCN(Cc2ccc3c(c2)OCO3)CC1 | -2.5 | -17 | 12
Cc1cccc(/C(N)=N/OC(=O)c2cccc3ccccc23)c1 | 1.0 | 4 | 18
C/C(=N\NC(=O)c1nnn(-c2nonc2N)c1C(C)C)c1ccc2ccccc2c1 | -0.9 | 0 | 25
CCC1CCCCN1CCNC(=O)C1CCN(S(=O)(=O)c2c(C)noc2C)CC1 (configuration not stated) | -0.1 | -5 | -4
COc1ccc(C(=O)Nc2c(N)nc(SCC(=O)Nc3ccc(NC(C)=O)cc3)[nH]c2=O)cc1OC | 0.2 | -3 | 9
COc1ccc(CN(C(=O)CN2C(=O)c3ccccc3S2(=O)=O)C(C(=O)NCC2CCCO2)c2ccncc2)cc1 (configuration not stated) | -0.6 | 3 | 12
CCOc1ccc(C2C(C#N)=C(N)SC(N)=C2C#N)cc1OC | -0.3 | -5 | 14
COc1ccc(CC(=O)NCc2ccc(-n3cccc3)cc2)cc1OC | 0.6 | -21 | 5
Cc1ccc(S(=O)(=O)N2CCN(C)CC2)c(C)c1 | -1.0 | -6 | 2
CCc1ccc(OCCOCC(O)CN2CCN(Cc3ccc(Cl)cc3)CC2)cc1 (configuration not stated) | 0.5 | -24 | 6
C(=N\NC1=Nc2cccc3cccc1c23)/c1cccnc1 | 6.8 | 11 | 72*
CCCCN(CCCNC(=O)C1CCCN(S(=O)(=O)CCC)C1)Cc1ccccc1 (configuration not stated) | 0.2 | -11 | 3
Cc1cccc(C)c1NC(=O)N1CCC(c2nc3ccccc3o2)CC1 | -0.5 | -7 | -3
COc1ccc(Oc2nc(C)cc(C)c2S(=O)(=O)c2ccc(C)cc2)cc1 | -0.6 | -14 | 9
O=C(COc1ccc2ccc(=O)oc2c1)Nc1ccc(N2CCOCC2)cc1 | -2.1 | -8 | 2
Cc1ccc(NC(=O)C(C)c2ccc(-c3ccccc3)c(F)c2)cc1 (configuration not stated) | -1.9 | 32 | 42
O=S(=O)(c1ccc(Oc2ccc3oc4ccccc4c3c2)nc1)N1CCCC1 | -0.5 | -3 | 14
Cc1cc(C(=O)COC(=O)Cc2n[nH]c(=O)c3ccccc23)c(C)n1-c1ccc2c(c1)OCCO2 | 1.0 | -19 | 22
COc1ccc(/C=C2\SC(=S)N(C(C(=O)O)c3ccccc3)C2=O)c(OC)c1 (configuration not stated) | -2.0 | -3 | 17
CN1CCc2c(sc(NC(=O)Cc3ccccc3)c2C#N)C1 | -0.1 | -12 | 7
COc1ccc(C(C)NC(=O)Cc2cccs2)cc1 (configuration not stated) | 0.0 | -1 | 3
Cc1ccccc1/C(N)=N/O | -1.9 | -1 | 4
Cc1ccc(C)c(NC(=O)CSc2nnc(NC(=O)C3CC3)s2)c1 | -0.3 | -19 | 25
Cc1cc2nc(N)sc2cc1C | 0.5 | -11 | 33
Cc1ccc(Nc2ccc(C(=O)N3CCCC3)cn2)c(C)c1 | -1.0 | -29 | 16
COc1ccc(N(C(=O)c2snc(C(N)=O)c2N)C(C(=O)NC2CCCC2)c2ccc3ncccc3c2)cc1 (configuration not stated) | 0.4 | -4 | 19
Nc1c(Cl)ncnc1N/N=C/c1ccnc2ccccc12 | 2.5 | -29 | 52
CCOC(=O)c1cnc2ccc(C)cc2c1Sc1ccccc1 | -0.9 | -40 | 20
CCOC(=O)c1c(CN(CC)CC)n(C)c2cc(Br)c(O)cc12 | 0.5 | -5 | 14
O=C1Nc2ccccc2C12OCCCO2 | 1.0 | -3 | 3
CCOC(=O)NC1c2ccccc2Oc2ccccc21 | 0.5 | -4 | 4
C=CCNC(=O)CN1C(=O)c2cccc3cccc1c23 | -0.7 | -9 | 40
CCCc1ccc(OCCNC(=O)c2ccccc2Br)cc1 | -0.9 | -16 | 4
CC(C)N(C(C)C)S(=O)(=O)c1ccc(NC(=O)c2cnccn2)cc1 | -1.0 | -2 | 15
COc1cccc(NC(=S)/C(=C(\[O-])c2ccc(OC(F)F)cc2)[n+]2ccccc2)c1 | 0.6 | -16 | 13
O=C(Nc1cccc(Cl)c1N1CCOCC1)c1ccc2c(c1)OCCO2 | -2.4 | -25 | 22
Cc1ccc(OCCCC(=O)NCc2ccco2)cc1 | 0.6 | -15 | 7
COCc1[nH][nH]c(=O)c1C=Nc1ccc(OC(F)(F)F)cc1 | -1.0 | 2 | 19
C=CCN(C(=O)CSc1nc2ccsc2c(=O)n1Cc1ccccn1)c1ccccc1 | -1.0 | -33 | 23
Cn1c(=O)n(C)c2cc([N+](=O)[O-])c(N3CCN(C(=O)C(C)(C)C)CC3)cc21 | 2.2 | -5 | 23
COc1ccccc1N1CCN(C2CCCN(C(=O)CCN3CCCCO3)C2)CC1 (configuration not stated) | -0.4 | -11 | 8
N#Cc1c2ccc(O)cc2n2ccccc12 | 32* | 1 | 12
COc1ccc2[nH]cc(C(=O)CN3CC(C)CC(C)C3)c2c1 (configuration not stated) | -0.2 | -24 | 5
O=C(NCC(=O)N1CCN(S(=O)(=O)c2ccccc2)CC1)c1ccc2ccccc2c1 | -1.6 | -21 | 5
CCn1c(Cc2ccccc2)nnc1SCC(=O)Nc1ccccc1N1CCOCC1 | -0.7 | -15 | 7
O=C(Nc1ccccc1N1CCN(C(=O)c2ccccc2)CC1)c1cc2ccccc2o1 | -1.5 | -26 | 7
O=C(NCc1ccccc1)c1ccc(=O)oc1 | -1.1 | -4 | 5
COc1ccccc1C(=O)NNC(=S)NC(=O)c1sc2ccccc2c1Cl | -1.4 | -5 | 6
O=C1C2C3C=CC(C2C(=O)N1CCCO)C1C2C(=O)N(CCCO)C(=O)C2C31 (configuration not stated) | 0.0 | 2 | 7
COc1cccc(/C=N/NC(=O)CN2CC(c3ccccc3)CC2=O)c1O (configuration not stated) | 2.4 | -7 | 25
c1ccc(COc2ccc(OCCN3CCCCC3)cc2)cc1 | -1.2 | 3 | 8
C=CCN=c1sc(C(=O)OC)cc(=O)n1CC=C | -0.2 | 1 | 12
Cc1[nH]c(=O)[nH]c(=O)c1S(=O)(=O)N1CCC(C(=O)N2CCN(Cc3ccccc3)CC2)CC1 | -0.9 | -14 | 6
CC(=O)n1nc(-c2ccccc2)cc1-c1ccccc1 | -0.1 | -21 | 6
O=C(CNC(=S)N(Cc1ccccc1Cl)C1CCCC1)NCCCN1CCOCC1 | -1.3 | -20 | 0
CCN(CC)S(=O)(=O)c1ccc(OC)c(NC(=O)Cc2cccs2)c1 | -1.0 | -6 | 17

Compound activity from PubChem BioAssay.
